Assay outcomes deposited in PubChem by Broad Institute.
INS-1E_ATP_HTS = preserves ATP levels in cytokine-treated INS-1E cells; AID 488910; protection from cytokine-induced ATP loss, % at 10 µM; INS-1E cytokine-induced death, ATP luminescence, 48 h; normalised: neutral wells 0, positive control 100; 20,000 compounds, 0.1% hits;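 active means mean replicate protection from cytokine-induced ATP loss at least 50% and at least 75% of replicates each reaching 50%; inconclusive means meets only one of the two criteria, mean or replicate share; inactive means fails both the mean and replicate share criteria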
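Material: INS-1E rat cells; Quantity: 8000 cells/well; Buffer or medium: phenol-red-free RPMI with 5% fetal bovine serum; Probe or stimulus: cytokine cocktail of IFN-γ, TNF-α and IL-1β; Compound dosing: single test concentration per compound, delivered by pin transfer; Incubation: 48 h co-treatment, 10 min post-lysis read; Signal: CellTiter-Glo luminescence.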
T_cruzi_HTS = inhibitors of intracellular Trypanosoma cruzi; intracellular Trypanosoma cruzi in host cells, plate reader; activity score (inhibition), % at 5.01 µM; 22,000 compounds, 4.9% hits; in the data active means activity score above about 55%; inconclusive means no clear call, values can overlap the other calls;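 further: parasites and compound incubated about four days before reading; 0% = median of neutral control wells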
* marks the source's active call; other numbers are inactive results; ? = inconclusive; . = no result given. Hits appear at their usual frequency. About 5.3% of those tested had a hit in this group.

The opening seven records, to show the layout:
SMILES INS-1E_ATP_HTS T_cruzi_HTS
CCCN(C)C[C@@H]1Oc2ncc(-c3ccccc3)cc2C(=O)N([C@H](C)CO)C[C@@H]1C . 10
C[C@H](CO)N1C[C@H](C)[C@H](CN(C)C)Oc2ncc(/C=C/c3ccccc3)cc2C1=O . 72*
Cc1noc(C)c1NC(=O)Nc1ccc2c(c1)C(=O)N([C@H](C)CO)C[C@@H](C)[C@H](CN(C)Cc1ccncc1)O2 3 -10
COc1ccc(S(=O)(=O)Nc2cccc3c2O[C@@H](CN(C)S(=O)(=O)c2cn(C)cn2)[C@H](C)CN([C@H](C)CO)C3=O)cc1 7 -20
CNC[C@@H]1Oc2ncc(C#Cc3ccccc3)cc2C(=O)N([C@H](C)CO)C[C@@H]1C . 28
COc1ccc(S(=O)(=O)N(C)C[C@H]2Oc3c(NC(=O)Nc4c(C)noc4C)cccc3C(=O)N([C@H](C)CO)C[C@@H]2C)cc1 8 6
C[C@@H]1CN([C@H](C)CO)C(=O)Cc2cc(NS(C)(=O)=O)ccc2O[C@@H]1CN(C)Cc1ccc(C(=O)O)cc1 2 -10

The listing, from the start:
SMILES INS-1E_ATP_HTS T_cruzi_HTS
CCCN(C)C[C@@H]1Oc2ncc(-c3ccccc3)cc2C(=O)N([C@H](C)CO)C[C@@H]1C . 10
C[C@H](CO)N1C[C@H](C)[C@H](CN(C)C)Oc2ncc(/C=C/c3ccccc3)cc2C1=O . 72*
Cc1noc(C)c1NC(=O)Nc1ccc2c(c1)C(=O)N([C@H](C)CO)C[C@@H](C)[C@H](CN(C)Cc1ccncc1)O2 3 -10
COc1ccc(S(=O)(=O)Nc2cccc3c2O[C@@H](CN(C)S(=O)(=O)c2cn(C)cn2)[C@H](C)CN([C@H](C)CO)C3=O)cc1 7 -20
CNC[C@@H]1Oc2ncc(C#Cc3ccccc3)cc2C(=O)N([C@H](C)CO)C[C@@H]1C . 28
COc1ccc(S(=O)(=O)N(C)C[C@H]2Oc3c(NC(=O)Nc4c(C)noc4C)cccc3C(=O)N([C@H](C)CO)C[C@@H]2C)cc1 8 6
C[C@@H]1CN([C@H](C)CO)C(=O)Cc2cc(NS(C)(=O)=O)ccc2O[C@@H]1CN(C)Cc1ccc(C(=O)O)cc1 2 -10
C[C@@H]1CN([C@@H](C)CO)C(=O)c2cc(NC(=O)Nc3cccc4ccccc34)ccc2O[C@@H]1CN(C)S(=O)(=O)c1cccs1 0 3
Cc1ccc(S(=O)(=O)N(C)C[C@H]2Oc3ccc(NC(=O)CCC(F)(F)F)cc3CC(=O)N([C@H](C)CO)C[C@H]2C)cc1 4 -10
C[C@@H]1CN([C@@H](C)CO)C(=O)CCCn2nncc2CO[C@H]1CN(C)Cc1ccc(Oc2ccccc2)cc1 . -10
COc1ccc(S(=O)(=O)Nc2cccc3c2O[C@H](CN(C)C(=O)Nc2ccc(F)cc2)[C@H](C)CN([C@@H](C)CO)C3=O)cc1 1 12
C[C@H]1CN([C@@H](C)CO)C(=O)c2cccc(N(C)C)c2O[C@H]1CN(C)C(=O)NC1CCCCC1 5 -9

Next section, overlapping the part above by 2 compounds.
SMILES INS-1E_ATP_HTS T_cruzi_HTS
COc1ccc(S(=O)(=O)Nc2cccc3c2O[C@H](CN(C)C(=O)Nc2ccc(F)cc2)[C@H](C)CN([C@@H](C)CO)C3=O)cc1 1 12
C[C@H]1CN([C@@H](C)CO)C(=O)c2cccc(N(C)C)c2O[C@H]1CN(C)C(=O)NC1CCCCC1 5 -9
C[C@@H]1CN([C@H](C)CO)C(=O)c2cc(NS(=O)(=O)c3ccc(F)cc3)ccc2O[C@H]1CN(C)Cc1ccncc1 3 -9
C[C@H]1CN([C@@H](C)CO)C(=O)Cc2cc(NS(=O)(=O)c3cn(C)cn3)ccc2O[C@@H]1CN(C)C(=O)Nc1cccc2ccccc12 3 -8
C[C@H](CO)N1C[C@H](C)[C@H](CN(C)C(=O)Nc2ccc3c(c2)OCO3)Oc2ccc(NS(=O)(=O)c3cccs3)cc2C1=O 14 11
Cc1noc(C)c1S(=O)(=O)Nc1cccc2c1O[C@@H](CN(C)C(=O)Nc1cccc3ccccc13)[C@@H](C)CN([C@H](C)CO)C2=O 2 2
CNC[C@H]1Oc2c(NS(=O)(=O)c3c(C)noc3C)cccc2C(=O)N([C@H](C)CO)C[C@H]1C 1 -9
C[C@H]1CN([C@@H](C)CO)C(=O)Cc2cc(NC(=O)C3CCCCC3)ccc2O[C@H]1CN(C)Cc1ccc2c(c1)OCO2 -6 -12
Cc1ccc(S(=O)(=O)N(C)C[C@H]2Oc3ccc(NC(=O)CCCN(C)C)cc3C(=O)N([C@H](C)CO)C[C@H]2C)cc1 4 -6
C[C@@H]1CN([C@@H](C)CO)C(=O)CCCn2nncc2CO[C@@H]1CN(C)S(=O)(=O)c1ccccc1 . -5
C[C@H](CO)N1C[C@H](C)[C@H](CN(C)S(C)(=O)=O)Oc2c(NS(=O)(=O)c3cccs3)cccc2C1=O 5 -25
C[C@H](CO)N1C[C@H](C)[C@H](CN(C)Cc2ccc(-c3ccccc3)cc2)Oc2c(NC(=O)Nc3ccc4c(c3)OCO4)cccc2C1=O -23 ?
C[C@@H]1CN([C@H](C)CO)C(=O)Cc2cc(NS(C)(=O)=O)ccc2O[C@H]1CN(C)C(=O)NC1CCCCC1 7 -11
C[C@H](CO)N1C[C@H](C)[C@H](CN(C)Cc2ccc(C(F)(F)F)cc2)Oc2ccc(NS(=O)(=O)c3ccc(F)cc3)cc2CC1=O -3 45
COc1ccc(NC(=O)Nc2cccc3c2O[C@H](CN(C)C(=O)Nc2cccc4ccccc24)[C@H](C)CN([C@H](C)CO)C3=O)cc1 12 8
Cc1ccc(S(=O)(=O)Nc2ccc3c(c2)CC(=O)N([C@H](C)CO)C[C@H](C)[C@H](CN(C)C(=O)Nc2cccc4ccccc24)O3)cc1 2 -23
CC(C)NC(=O)N(C)C[C@@H]1Oc2ccc(NS(=O)(=O)c3ccc(Cl)cc3)cc2C(=O)N([C@H](C)CO)C[C@@H]1C 1 9
O=C(N/N=C/c1ccc2c(c1)OCCO2)c1ccccn1 -44 6
C[C@H]1CN([C@@H](C)CO)C(=O)Cc2cc(NC(=O)c3ccncc3)ccc2O[C@H]1CN(C)C(=O)NC1CCCCC1 0 -12
COc1ccc(NC(=O)Nc2ccc3c(c2)C(=O)N([C@@H](C)CO)C[C@H](C)[C@@H](CN(C)Cc2ccc(C(=O)O)cc2)O3)cc1 0 -9
C[C@H](CO)N1C[C@H](C)[C@@H](CN(C)S(=O)(=O)c2ccccc2)Oc2ccc(NC(=O)C3CCCCC3)cc2C1=O -3 -4
C[C@@H]1CN([C@H](C)CO)C(=O)Cc2cc(NS(=O)(=O)c3ccc(Cl)cc3)ccc2O[C@H]1CN(C)S(=O)(=O)c1ccc(Cl)cc1 22 -22
Cc1ccc(S(=O)(=O)Nc2cccc3c2O[C@H](CN(C)S(=O)(=O)c2ccc(C)cc2)[C@H](C)CN([C@@H](C)CO)C3=O)cc1 8 -12
C[C@@H]1CCCCO[C@@H](CN(C)S(=O)(=O)c2cccs2)[C@@H](C)CN([C@H](C)CO)C(=O)c2cc(NS(=O)(=O)c3ccc(F)cc3)ccc2O1 5 10
COc1ccc(NC(=O)Nc2ccc3c(c2)C(=O)N([C@H](C)CO)C[C@H](C)[C@H](CN(C)Cc2ccc(C(=O)O)cc2)O3)cc1 -1 11
C[C@H]1CN([C@@H](C)CO)C(=O)c2cccc(NC(=O)CCCCCC(=O)Nc3ccccc3N)c2O[C@H]1CN(C)C(=O)Nc1ccccc1 -5 -9
C[C@@H]1CN([C@@H](C)CO)C(=O)Cc2cc(NC(=O)C3CC3)ccc2O[C@@H]1CN(C)C(=O)Nc1ccc(C(F)(F)F)cc1 -2 -10
C[C@@H]1CN([C@@H](C)CO)C(=O)Cc2cc(NC(=O)Nc3ccccc3)ccc2O[C@@H]1CN(C)C(=O)Nc1ccc2c(c1)OCO2 0 17
CC(C)NC(=O)N(C)C[C@H]1Oc2ccc(NC(=O)CCN3CCOCC3)cc2C(=O)N([C@H](C)CO)C[C@@H]1C 3 -15
Cc1ccc(S(=O)(=O)N(C)C[C@@H]2Oc3c(NS(=O)(=O)c4cn(C)cn4)cccc3C(=O)N([C@H](C)CO)C[C@@H]2C)cc1 9 -24
C[C@@H]1CN([C@H](C)CO)C(=O)Cc2cc(NC(=O)c3ccncc3)ccc2O[C@H]1CN(C)CC1CCCCC1 0 -28
COc1ccc(S(=O)(=O)N(C)C[C@H]2Oc3ccc(NC(=O)Cn4cnnn4)cc3C(=O)N([C@@H](C)CO)C[C@H]2C)cc1 -5 -4
COc1ccc(NC(=O)N(C)C[C@H]2Oc3c(NC(=O)Nc4cccc5ccccc45)cccc3C(=O)N([C@@H](C)CO)C[C@H]2C)cc1 9 -1
Cc1noc(C)c1NC(=O)N(C)C[C@@H]1Oc2ccc(NC(=O)NC(C)C)cc2CC(=O)N([C@H](C)CO)C[C@H]1C -5 -11
C[C@H]1CN([C@@H](C)CO)C(=O)c2cccc(NS(=O)(=O)c3ccc(Cl)cc3)c2O[C@H]1CN(C)Cc1ccncc1 4 8
C[C@@H]1CN([C@H](C)CO)C(=O)CCCn2cc(nn2)CO[C@@H]1CN(C)S(=O)(=O)c1ccc(Cl)cc1 . -6
COc1ccc(CN(C)C[C@@H]2Oc3ccc(NC(=O)Cn4cnnn4)cc3CC(=O)N([C@H](C)CO)C[C@H]2C)cc1 6 -10
C[C@H]1CN([C@@H](C)CO)C(=O)Cc2cc(NC(=O)Nc3ccc(C(F)(F)F)cc3)ccc2O[C@@H]1CN(C)C(=O)Nc1ccc(C(F)(F)F)cc1 -7 -6
CC(C)NC(=O)N(C)C[C@@H]1Oc2ccc(NC(=O)Cc3ccccc3)cc2C(=O)N([C@@H](C)CO)C[C@@H]1C -3 -11
C[C@@H]1CN([C@H](C)CO)C(=O)c2cccc(NS(=O)(=O)c3cccs3)c2O[C@H]1CN(C)S(=O)(=O)c1ccccc1 10 6
Cc1noc(C)c1NC(=O)Nc1ccc2c(c1)C(=O)N([C@@H](C)CO)C[C@@H](C)[C@H](CN(C)S(=O)(=O)c1ccc(F)cc1)O2 -3 -15
C[C@@H]1CN([C@H](C)CO)C(=O)c2cccc(NC(=O)CCCCCC(=O)Nc3ccccc3N)c2O[C@H]1CN(C)C(=O)Nc1cccc2ccccc12 2 25
COc1ccc(S(=O)(=O)N(C)C[C@H]2Oc3c(NC(=O)c4ccncc4)cccc3C(=O)N([C@H](C)CO)C[C@H]2C)cc1 8 13
COc1ccc(S(=O)(=O)N(C)C[C@H]2Oc3ccc(NS(=O)(=O)c4ccc(Cl)cc4)cc3C(=O)N([C@@H](C)CO)C[C@H]2C)cc1 -2 5
Cc1noc(C)c1NC(=O)N(C)C[C@@H]1OCCCC[C@@H](C)Oc2ccc(NC(=O)c3ccncc3)cc2C(=O)N([C@H](C)CO)C[C@@H]1C -2 -23
C[C@@H]1CN([C@H](C)CO)C(=O)c2cccc(NS(=O)(=O)c3cccs3)c2O[C@@H]1CN(C)C(=O)NC1CCCCC1 7 -4
C[C@@H]1CN([C@H](C)CO)C(=O)c2cccc(NC(=O)c3ccncc3)c2O[C@H]1CN(C)S(=O)(=O)c1ccccc1 11 -35
COc1ccc(NC(=O)N(C)C[C@H]2Oc3ccc(NC(=O)CCCCCC(=O)Nc4ccccc4N)cc3C(=O)N([C@@H](C)CO)C[C@@H]2C)cc1 -1 -25
O=C(N/N=C/c1cc(F)ccc1O)c1ccccc1O -134 51
COc1ccc(CN(C)C[C@H]2Oc3ccc(NC(=O)NC(C)C)cc3C(=O)N([C@H](C)CO)C[C@H]2C)cc1 -9 -24
C[C@@H]1CN([C@H](C)CO)C(=O)Cc2cc(NS(=O)(=O)c3ccccc3)ccc2O[C@@H]1CN(C)Cc1ccc2c(c1)OCO2 -9 49
C[C@H](CO)N1C[C@H](C)[C@H](CN(C)C(=O)Nc2ccc3c(c2)OCO3)Oc2ncc(C#CCN(C)C)cc2C1=O . -21
C[C@@H]1CN([C@H](C)CO)C(=O)c2cc(NC(=O)Nc3ccc(F)cc3)ccc2O[C@H]1CN(C)S(=O)(=O)c1cn(C)cn1 5 -1
C[C@H]1CN([C@@H](C)CO)C(=O)Cc2cc(NC(=O)Cc3ccccc3)ccc2O[C@@H]1CN(C)Cc1ccc(Oc2ccccc2)cc1 -30 63*
COc1ccc(S(=O)(=O)Nc2ccc3c(c2)CC(=O)N([C@@H](C)CO)C[C@H](C)[C@H](CN(C)C)O3)cc1 -4 -30
Cc1cc(C(=O)Nc2cccc3c2O[C@@H](CN(C)Cc2ccc4c(c2)OCO4)[C@@H](C)CN([C@H](C)CO)C3=O)n(C)n1 7 -18
C[C@@H]1CCCCO[C@@H](CN(C)S(=O)(=O)c2cn(C)cn2)[C@@H](C)CN([C@H](C)CO)C(=O)c2cc(NC(=O)Nc3cccc4ccccc34)ccc2O1 2 -4
C[C@H](CO)N1C[C@H](C)[C@H](CN(C)S(C)(=O)=O)Oc2ccc(NC(=O)Nc3ccc4c(c3)OCO4)cc2CC1=O 19 -1
C[C@H](CO)N1C[C@H](C)[C@H](CN(C)S(=O)(=O)c2ccc(Cl)cc2)Oc2c(NS(=O)(=O)c3cccs3)cccc2C1=O -5 10
C[C@@H]1CN([C@@H](C)CO)C(=O)Cc2cc(N(C)C)ccc2O[C@@H]1CN(C)Cc1ccncc1 3 -1
C[C@@H]1CCCCO[C@@H](CN(C)C(=O)NC2CCCCC2)[C@@H](C)CN([C@H](C)CO)C(=O)c2cc(NC(=O)Nc3cccc4ccccc34)ccc2O1 -2 32
O=C(N/N=C/c1cc2c(cc1Br)OCO2)c1ccccc1O -15 -14
